# Screening data: PubChem, several laboratories
# PvdQ inh: P. aeruginosa PvdQ acylase inhibition | purified PvdQ acylase, fluorescence plate reader | inhibition, % at 10 µM | actives 0.063% (n = 340,000) | AID 488965; in the data active = inhibition above about 30%, passing the limit was not always enough;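 note: 0% = vehicle neutral wells and 100% = reference inhibitor wells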
# SR-BI DiI-HDL act: enhances SR-BI lipid uptake from DiI-HDL; actives 0.096% (n = 320,000); activation, % at 12.5 µM; CHO ldlA[mSR-BI] cells, DiI-HDL uptake fluorescence, 3 h; 100 = double the neutral-control signal;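 active = mean replicate activation of at least 60% and every replicate at or above 60%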;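 note: 0% = median plate neutral-control signal and 100% = twice that signal; values of inactives mirror those of a sister screen read the other way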
#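 Test system: SR-BI-overexpressing, LDLR-lacking CHO cells; Also added: labelled HDL, 10 µg/mL; Measured by: bottom-read cell fluorescence after medium removal, ex 550/em 595 nm; Timing: 3 h uptake period with compound, 37 °C; Buffer or medium: F12, 0.5% BSA, 25 mM HEPES; Doses: single compound concentration, delivered by pin transfer.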
# HTR5A ag ctr: HTR5A agonism, opioid heterodimer counter-screen; P47898; HTR5A agonist assay, luminescence, cell-based; activation, % at 9.3 µM; actives 0.61% (n = 340,000); in the data active = activation mostly above about 9.5%, no sharp cut-off; inactive = mostly below about 7.6%;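 note: 0% = cells with vehicle only and 100% = reference agonist; strong numbers were not always called active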
# CDK5 inh: inhibitors of human CDK5/p35 kinase; Recombinant CDK5/p35, ADP-Glo luminescence, 60 min; actives 0.01% (n = 330,000); inhibition, % at 10 µM;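 active = highest replicate inhibition of at least 50% and at least 75% of replicates reaching 50%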;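 note: plate controls were DMSO neutral control for no effect and GW8510 at 10 µM for full effect; many of its hits are not listed in these tables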
# Target sequence (Q00535 whole entry, looked up): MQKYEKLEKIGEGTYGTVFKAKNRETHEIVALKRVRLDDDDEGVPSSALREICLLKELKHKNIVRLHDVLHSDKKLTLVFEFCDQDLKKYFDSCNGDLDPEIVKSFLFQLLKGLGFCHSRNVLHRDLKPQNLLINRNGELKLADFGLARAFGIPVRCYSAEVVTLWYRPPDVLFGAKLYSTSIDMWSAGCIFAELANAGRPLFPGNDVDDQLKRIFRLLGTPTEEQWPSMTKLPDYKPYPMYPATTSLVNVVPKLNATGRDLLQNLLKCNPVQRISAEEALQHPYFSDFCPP
# Target sequence (Q15078 whole entry, looked up): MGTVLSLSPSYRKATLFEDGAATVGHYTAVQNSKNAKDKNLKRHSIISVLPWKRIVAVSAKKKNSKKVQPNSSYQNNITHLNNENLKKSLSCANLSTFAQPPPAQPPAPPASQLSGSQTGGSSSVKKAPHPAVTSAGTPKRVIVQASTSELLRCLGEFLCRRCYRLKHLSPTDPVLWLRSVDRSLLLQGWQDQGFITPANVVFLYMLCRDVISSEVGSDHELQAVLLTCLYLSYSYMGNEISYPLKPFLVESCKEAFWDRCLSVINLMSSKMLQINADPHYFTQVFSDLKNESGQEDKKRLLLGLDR
# SR-BI HDL uptake: inhibitors of mouse SR-BI mediated HDL lipid uptake; Q61009; ldlA[mSR-BI] CHO cells, DiI-HDL uptake fluorescence, 3 h; inhibition, % at 12.5 µM; actives 0.96% (n = 320,000);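 active = mean replicate inhibition of at least 70% and a set share of replicates each scoring 70 or more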;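 note: 0% = median of neutral control wells and 100% = median of positive control wells; values of inactives mirror those of a sister screen read the other way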
# MITF TRPM1 HTS: MITF TRPM1 promoter activation in melanoma cells. SK-MEL-5 TRPM1-promoter luciferase, 24 h; % of positive control, neutral wells = 0. activation, % at 12.5 µM. actives 0.75% (n = 300,000);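 active = mean activation of at least 80% with every replicate also reaching 80%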;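 note: 0% = neutral control wells and 100% = parthenolide positive control wells; values of inactives mirror those of a sister screen read the other way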
# Wnt act: Wnt/beta-catenin pathway activation; Wnt/beta-catenin reporter cell assay, activator, plate reader; activation, % at 9.35 µM; actives 1.2% (n = 300,000); AID 743398; in the data active = activation above about 30%, passing the limit was not always enough;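 note: 0% = neutral control wells and 100% = positive control wells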
# Rtt109 Vps75: C. albicans Rtt109 histone acetyltransferase inhibition; Q5AAJ8; purified Rtt109/Vps75, ThioGlo CoA-SH fluorescence, 4 h; inhibition, % at 34.9 µM; actives 0.16% (n = 330,000); AID 540336;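 active = inhibition of at least 50% in every replicate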
# cardiac RTF act: cardiac RTF calcium sensitization. P19429+P45379. actives 0.24% (n = 340,000). IANBD-labeled TnC RTF fluorescence at EC20 calcium; 0% EC20 calcium, 100% full calcium. activation, % at 7.2 µM;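 active = activation above the mean over all tested compounds plus 3 SD, cut at about 30% in these data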;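 note: rise in fluorescence read as greater calcium sensitivity of cardiac thin filaments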
# dFosB act: enhances mouse delta FosB homodimer DNA binding; purified delta FosB, TAMRA-CDK5 oligo fluorescence polarization; percent of positive-control signal above neutral wells; activation, % at 25 µM; actives 0.99% (n = 340,000); AID 493131;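 active = mean activation above about 17%, with every replicate also reaching it, limit read from the data, passing the limit was not always enough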;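 note: fluorescence polarization rise as delta FosB binds a TAMRA Cdk5 AP-1 oligo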
# * = called active by the depositor; . = not tested or not shown. This is a random part of the collection; 4.4% or so of the library scored in one or more.
# Codes – A = PvdQ inh; B = SR-BI DiI-HDL act; C = HTR5A ag ctr; D = CDK5 inh; E = SR-BI HDL uptake; F = MITF TRPM1 HTS; G = Wnt act; H = Rtt109 Vps75; I = cardiac RTF act; J = dFosB act
COc1cc(CC(=O)OCC(=O)Nc2cc([N+](=O)[O-])ccc2F)cc(OC)c1OC
  A = -8; B = -3; C = 0; D = 0.9; E = 3; F = 2; G = -1; H = -1; I = -4; J = -20
S=C1NC2(CCCCC2)NN1c1ccccc1
  A = -6; B = 24; C = 2; D = 0.3; E = -24; F = -21; G = -1; H = 12; I = -1; J = -2
CN(CC(=O)Nc1ccc(OC(F)(F)F)cc1)C(=O)C1CCC1
  A = -3; B = 1; C = 6; D = -0.5; E = -1; F = 12; G = 5; H = -3; I = -1; J = 1
CCN(C(=O)COc1cccc(-n2cnnn2)c1)C1CCS(=O)(=O)C1 (stereo not drawn)
  A = -11; B = 14; C = 0; D = 3.9; E = -14; F = -13; G = -1; H = -2; I = 5; J = -13
C=CCC1=C/C(=C\c2c(N)n3nc(CC(=O)N4CCCC4)sc3nc2=O)C=C(OC)C1=O
  A = -19; B = -20; C = -1; D = -5.4; E = 20; F = -3; G = 3; H = 8; I = 3; J = 0
Fc1cccc(-n2ncc(-c3nnnn3-c3ccccc3)c2C(F)(F)F)c1
  A = -1; B = -9; C = -3; D = 0.1; E = 9; F = -12; G = .; H = -3; I = -4; J = -3
CCC(Sc1nccn1C)C(=O)Nc1cccc2ccccc12 (stereo not drawn)
  A = 12; B = -3; C = -6; D = 1.0; E = 3; F = .; G = .; H = 22; I = -2; J = -2
CCOC(=O)c1ccc(CNC(=O)Cn2nnc(-c3cccc(C)c3)n2)o1
  A = -12; B = 0; C = 1; D = 3.5; E = 0; F = 4; G = .; H = 13; I = 5; J = -12
CCC(CC)C(=O)Nc1nnc(-c2cccs2)s1
  A = -2; B = 6; C = 4; D = 0.0; E = -6; F = .; G = 4; H = -1; I = -10; J = -6
Cc1ccnc(NC(=O)CCC(=O)N(CC(=O)NCc2ccccc2)c2ccc3c(c2)OCO3)c1
  A = -6; B = 12; C = -9; D = -1.6; E = -12; F = -14; G = .; H = -1; I = 3; J = 1
COc1ccc(C(=O)O/N=C(\N)c2cccc(C)c2)cc1OC
  A = -19; B = -31; C = 7; D = 1.5; E = 31; F = 65; G = 21; H = 0; I = -3; J = -12
Cc1ccc[n+](CC(=O)Nc2cccc(Cl)c2)c1
  A = -12; B = 13; C = -4; D = -1.8; E = -13; F = .; G = 0; H = -2; I = -9; J = -7
COc1ccccc1N(C)S(=O)(=O)c1ccc(C(=O)OCC(N)=O)cc1
  A = -14; B = 2; C = 2; D = 0.2; E = -2; F = 0; G = -8; H = -2; I = 10; J = -8
O=C(Nc1ccc2c(c1)OCO2)C(c1ccccc1)N1CCC2(CC1)OCCO2 (stereo not drawn)
  A = -8; B = 24; C = 0; D = 0.1; E = -24; F = 2; G = .; H = -1; I = -2; J = -2
COc1cc(C(=O)N/N=C/c2ccc(OC)c(CN3CCN(c4ccc(F)cc4)CC3)c2)ccc1O
  A = 4; B = -15; C = -5; D = -2.7; E = 15; F = -6; G = -1; H = 12; I = -5; J = 39*
COc1ccc(OC)c(-c2nnc(SCC(=O)N3CCCc4ccccc43)o2)c1
  A = -9; B = .; C = 0; D = 1.0; E = .; F = -17; G = -1; H = 4; I = 3; J = -14
CCOc1ccc(/C=C/C(=O)c2cc(Br)ccc(=O)c2O)cc1
  A = -5; B = -14; C = 6; D = -3.2; E = 14; F = -19; G = -1; H = -5; I = 4; J = -3
O=C(NCc1ccc2c(c1)OCO2)c1ccc(COc2cc(Cl)ccc2Cl)o1
  A = -5; B = 4; C = -7; D = -0.7; E = -4; F = -5; G = -1; H = -4; I = 3; J = -5
CCOC(=O)CSc1nc2c(sc(=S)n2CCc2ccccc2)c(=O)n1Cc1ccco1
  A = -1; B = -16; C = 1; D = -1.1; E = 16; F = 27; G = .; H = -3; I = -2; J = -1
O=C(NCc1ccccc1Cl)c1ccc(CS(=O)(=O)c2ccccc2)o1
  A = -7; B = -8; C = 1; D = 0.6; E = 8; F = 3; G = -1; H = -7; I = -3; J = 3
COc1ccc(NC(=O)CSc2ncnc3sc(C)cc23)cc1
  A = -14; B = .; C = 2; D = 0.4; E = .; F = .; G = 1; H = 1; I = 9; J = -10
CC(C(=O)N(C1CC1)C1(C(=O)Nc2ccccc2)CCCC1)N1C(=O)c2ccccc2C1=O (stereo not drawn)
  A = -10; B = .; C = 3; D = 0.5; E = .; F = 17; G = .; H = 5; I = -2; J = -10
CCCN(CC(=O)Nc1ccc(F)c(F)c1F)C(=O)c1ccc(N2CCCC2=O)cc1
  A = 2; B = -56; C = 8; D = 0.7; E = 56; F = -1; G = -5; H = 1; I = 0; J = -14
Cc1ccc(C(=O)Nc2cc(C)nn2CCC#N)cc1
  A = 6; B = .; C = 6; D = -1.2; E = .; F = .; G = 0; H = -10; I = -7; J = -3
CCOC(=O)c1ccc(NC(=O)NCc2ccn(CC)n2)cc1
  A = -12; B = 4; C = 1; D = -0.7; E = -4; F = .; G = .; H = -3; I = 1; J = -7

# Rewritten as labelled records: part of the list above
COc1ccccc1N(C)S(=O)(=O)c1ccc(C(=O)OCC(N)=O)cc1
  PvdQ inh: -14	SR-BI DiI-HDL act: 2	HTR5A ag ctr: 2	CDK5 inh: 0.2	SR-BI HDL uptake: -2	MITF TRPM1 HTS: 0	Wnt act: -8	Rtt109 Vps75: -2	cardiac RTF act: 10	dFosB act: -8
O=C(Nc1ccc2c(c1)OCO2)C(c1ccccc1)N1CCC2(CC1)OCCO2 (stereo not drawn)
  PvdQ inh: -8	SR-BI DiI-HDL act: 24	HTR5A ag ctr: 0	CDK5 inh: 0.1	SR-BI HDL uptake: -24	MITF TRPM1 HTS: 2	Wnt act: .	Rtt109 Vps75: -1	cardiac RTF act: -2	dFosB act: -2
COc1cc(C(=O)N/N=C/c2ccc(OC)c(CN3CCN(c4ccc(F)cc4)CC3)c2)ccc1O
  PvdQ inh: 4	SR-BI DiI-HDL act: -15	HTR5A ag ctr: -5	CDK5 inh: -2.7	SR-BI HDL uptake: 15	MITF TRPM1 HTS: -6	Wnt act: -1	Rtt109 Vps75: 12	cardiac RTF act: -5	dFosB act: 39*
COc1ccc(OC)c(-c2nnc(SCC(=O)N3CCCc4ccccc43)o2)c1
  PvdQ inh: -9	SR-BI DiI-HDL act: .	HTR5A ag ctr: 0	CDK5 inh: 1.0	SR-BI HDL uptake: .	MITF TRPM1 HTS: -17	Wnt act: -1	Rtt109 Vps75: 4	cardiac RTF act: 3	dFosB act: -14
